Screening results from PubChem.
PKA-R1A act: activators of PKA-R1A complex; P00514+P68181; PKA-R1A dissociation, Cy5-IP20 fluorescence polarization; scaled: DMSO 0%, 113 µM cGMP 100%; activation, % at 11.4 µM; hit rate 0.083% among 340,000; AID 504707;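 active = percent activation above the mean of all tested compounds plus 3 SD, cut at about 19% in these data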;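 also: higher means more PKAc released from R1A so a rise in polarization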
phage Ecoli inh: E. coli growth loss with phage present; hit rate 0.26% among 360,000; inhibition, % at 11.9 µM; growth absorbance; in the data active = inhibition above about 11%
Ecoli viability: counter-screen for AddAB inhibitors: E. coli growth inhibition. E. coli V3065 growth, OD600 absorbance, 18 h. inhibition, % at 11.9 µM. hit rate 0.27% among 330,000. AID 449728;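 active = inhibition above the campaign's mean inhibition across all tested compounds plus 3 SD, cut at about 9.9% in these data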;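 also: uninfected addAB+ strain grown without phage in ampicillin broth; 0% = DMSO wells and 100% = ciprofloxacin 0.95 µg/ml wells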
MOR-DOR ag: agonists of human mu-delta opioid receptor heterodimerization. cells, OPRM1-OPRD1 heterodimerization, luminescence. activation, % at 9.3 µM. hit rate 0.3% among 340,000. AID 504326; in the data active = activation above about 18%;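 also: 0% = vehicle-treated cells and 100% = reference agonist; values of inactives mirror those of a sister screen read the other way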
Target sequence (P35372 whole entry, looked up): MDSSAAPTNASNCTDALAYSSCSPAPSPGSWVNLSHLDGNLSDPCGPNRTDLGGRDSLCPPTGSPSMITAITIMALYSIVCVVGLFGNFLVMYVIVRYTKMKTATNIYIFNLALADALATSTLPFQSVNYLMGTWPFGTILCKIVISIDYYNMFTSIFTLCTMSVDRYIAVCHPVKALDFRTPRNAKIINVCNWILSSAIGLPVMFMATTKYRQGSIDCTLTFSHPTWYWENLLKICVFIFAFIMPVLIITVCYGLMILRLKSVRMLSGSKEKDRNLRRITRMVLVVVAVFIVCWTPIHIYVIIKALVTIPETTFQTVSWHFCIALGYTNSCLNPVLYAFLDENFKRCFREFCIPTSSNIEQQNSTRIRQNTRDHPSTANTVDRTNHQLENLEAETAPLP
Target sequence (P41143 whole entry, looked up): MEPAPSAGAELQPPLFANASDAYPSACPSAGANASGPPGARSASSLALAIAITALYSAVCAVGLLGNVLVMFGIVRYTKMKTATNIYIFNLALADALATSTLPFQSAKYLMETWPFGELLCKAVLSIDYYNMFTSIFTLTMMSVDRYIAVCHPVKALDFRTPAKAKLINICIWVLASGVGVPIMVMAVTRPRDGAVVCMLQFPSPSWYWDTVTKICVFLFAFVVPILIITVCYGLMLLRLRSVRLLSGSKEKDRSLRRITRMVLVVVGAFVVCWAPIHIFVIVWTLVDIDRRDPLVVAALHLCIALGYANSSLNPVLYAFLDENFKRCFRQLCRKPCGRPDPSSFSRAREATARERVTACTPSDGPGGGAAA
OPRM1-OPRD1 inv: mu-delta opioid heterodimer inverse agonism; P35372+P41143; cell-based MOR-DOR heterodimer luminescence; inhibition, % at 9.3 µM; hit rate 0.21% among 340,000; AID 504357; in the data active = inhibition above about 22%, passing the limit was not always enough;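 also: 0% = cells with DMSO and 100% = wells without cells with DMSO; values of inactives mirror those of a sister screen read the other way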
AddAB inh: less growth of phage-infected E. coli with AddAB | E. coli expressing H. pylori AddAB, absorbance growth | inhibition, % at 11.9 µM | hit rate 0.29% among 330,000; in the data active = inhibition above about 12%;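 also: 0% = vehicle wells of infected cells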
Mot1-301 SUMO: blocks SUMOylation pathway, rescuing yeast Mot1-301 growth; S. cerevisiae Mot1-301 growth rescue, ATP luminescence, 38.5C; percent above DMSO median, 100 means doubled; growth rescue, % at 18.8 µM; hit rate 1% among 320,000;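 active = every valid replicate shows activation above 250% relative to neutral control wells; inactive = the rest, any valid replicate at or below 250%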;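 also: OY570 slx delta 5 strain wells were the positive control but not used for scaling; some compounds called inactive have numbers as strong as hits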
Tat export inh: blocks Tat-dependent protein export in E. coli; inhibition, % at 10 µM; hit rate 0.036% among 340,000; AID 488895; E. coli MC4100 TorA-mCherry Tat export, fluorescence;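 active = mean replicate inhibition at least 50% and at least half of replicates individually reaching 50%; inconclusive = only one of the two criteria met; inactive = neither criterion met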;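 also: exported cargo escapes ClpAP degradation while cytoplasmic cargo is degraded and loses fluorescence; 0% = median of neutral control wells and 100% = median of NaSCN control wells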
HTR5A inv ag: counter-screen for OPRM1-OPRD1 inverse agonists: human HTR5A inverse agonism; AID 504634; inhibition, % at 9.3 µM; hit rate 0.083% among 340,000; HTR5A cell line, luminescence; P47898; in the data active = inhibition mostly above about 23%, no sharp cut-off; inactive = mostly below about 18%;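 also: 0% = cells with DMSO and 100% = no-cell wells with DMSO; some compounds called inactive have numbers as strong as hits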
PfHsp90 set2: inhibits growth of yeast expressing Plasmodium falciparum Hsp90; S. cerevisiae expressing PfHsp90, BacTiter-Glo ATP, 48 h; yeast lacking PDR1 and PDR3 efflux regulators; inhibition, % at 9.4 µM; hit rate 0.32% among 310,000;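 active = every replicate shows inhibition above about 80%, whatever the replicate mean, limit read from the data; inconclusive = mean inhibition reaches the set limit but some replicate falls short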;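 also: 0% = DMSO neutral controls and 100% = 20 µM radicicol positive controls; yeast relying on Plasmodium falciparum Hsp90 in place of its own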
PKA-R2B activ: PKA-R2B complex activation; P22694+P31323; PKA-R2B holoenzyme dissociation, Cy5-IP20 fluorescence polarization; R2B truncated from residue 108, S112A mutant; 0% DMSO only, 100% 113 µM cGMP; activation, % at 11.4 µM; hit rate 0.079% among 340,000; AID 504700;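 active = activation above a cutoff set at the mean over all compounds plus 3 SD, cut at about 18% in these data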;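 also: higher means more holoenzyme dissociation and a rise in polarization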
* = called active by the depositor; i = inactive; ? = inconclusive; . = not tested or not shown.

The first 3 entries as a preview:
cpd	Structure	PKA-R1A act	phage Ecoli inh	Ecoli viability	MOR-DOR ag	OPRM1-OPRD1 inv	AddAB inh	Mot1-301 SUMO	Tat export inh	HTR5A inv ag	PfHsp90 set2	PKA-R2B activ
1	CCC(C)NC(=O)CN1C(=O)c2cccc3cccc1c23 (centres undefined)	-8	1.5	.	-1.6	8	.	-22	-8	0	12	-9
2	ClC(Cl)(Cl)c1nc2ccccc2n2nncc12	-1	2.4	-2.0	7.7	-43	3.9	12	-1	12	-22	6
3	COc1ccc(N(CC(=O)Nc2ccc(F)cc2)S(=O)(=O)c2ccccc2[N+](=O)[O-])c(OC)c1	-4	1.5	-0.1	6.2	-40	-0.4	93	2	-7	5	4

The whole of this part (from the top)
cpd	Structure	PKA-R1A act	phage Ecoli inh	Ecoli viability	MOR-DOR ag	OPRM1-OPRD1 inv	AddAB inh	Mot1-301 SUMO	Tat export inh	HTR5A inv ag	PfHsp90 set2	PKA-R2B activ
1	CCC(C)NC(=O)CN1C(=O)c2cccc3cccc1c23 (centres undefined)	-8	1.5	.	-1.6	8	.	-22	-8	0	12	-9
2	ClC(Cl)(Cl)c1nc2ccccc2n2nncc12	-1	2.4	-2.0	7.7	-43	3.9	12	-1	12	-22	6
3	COc1ccc(N(CC(=O)Nc2ccc(F)cc2)S(=O)(=O)c2ccccc2[N+](=O)[O-])c(OC)c1	-4	1.5	-0.1	6.2	-40	-0.4	93	2	-7	5	4
4	O=C(NN=C1CCCCCC1)c1cccnc1	-11	2.9	1.9	-0.5	3	3.9	i	-1	5	3	1
5	Cc1ccc(NC(=O)CCC(=O)N/N=C/c2ccc(O)cc2)cc1	6	2.5	-0.3	-3.5	18	0.3	109	6	8	-6	3
6	CN(C)C(=O)c1cc(C(=O)c2ccc(F)cc2F)c[nH]1	-2	2.0	0.6	-3.3	15	-0.2	2	-3	-1	-5	-17
7	CCC1CCCCN1C(=O)c1cc(COc2ccc3ncccc3c2)on1 (centres undefined)	-11	-0.1	-0.2	2.2	-11	4.1	118	-10	-3	.	-1
8	C#Cc1ccc(CN2CCN(CCCc3ccccc3)C(CCO)C2)cc1 (centres undefined)	2	-0.8	1.5	-3.4	16	0.4	90	-8	10	2	5
9	Nc1[nH]n2c(=O)cc(-c3ccccc3)nc2c1N=Nc1ccccc1	-3	-2.3	-5.2	-4.2	21	-1.5	-16	-3	11	.	-12
10	C=CCn1c(SCC(=O)NCc2ccco2)nc2sc3c(c2c1=O)CCCC3	-1	-0.4	3.1	-2.4	11	4.2	-22	7	-9	-29	0
11	Cc1ccc(S(=O)(=O)CCC(=O)Nc2nnc(-c3cccs3)o2)cc1	-17	1.9	1.1	0.4	-3	4.9	-12	-4	-10	-7	-8
12	C=C(C)CSc1nnc2n(Cc3ccccc3)c(=O)c3c4c(sc3n12)CCC4	3	3.7	.	-0.7	3	.	.	-2	2	-8	1
13	COc1ccc(N2C(=S)NC3c4cc(Cl)ccc4OC2(C)C3C(=O)N(C)C)cc1 (centres undefined)	-4	0.7	-1.2	-1.1	5	-0.7	-5	-2	4	-3	5
14	COc1ccc(OC)c(NC2=NC3(CCCC3)N=C(N)N2)c1	4	2.4	-1.6	-1.8	10	2.3	-1	-2	13	0	-13
15	CC1(C)N=C(SCC(=O)Nc2ccc(Cl)cc2)C(c2ccccc2)=N1	8	2.0	-1.1	7.7	-45	-0.2	57	3	-13	.	-12
16	Cc1ccccc1NC(=O)c1ccccc1NC(=O)Cc1cccc2ccccc12	-2	3.8	-0.9	2.4	-11	2.1	-7	0	-10	-5	1
17	Cn1cnc(S(=O)(=O)NC2CCN(Cc3c(F)cccc3Cl)CC2)c1	0	1.8	2.6	-2.2	11	2.8	-7	0	-12	-7	-1
18	CC(C)C(c1nnnn1C1CCCC1)N1CCC(C(N)=O)CC1 (centres undefined)	0	4.3	-1.5	0.8	-4	0.9	-19	?	-15	-9	0
19	Nc1nccc(-c2nn(-c3ccc(Cl)cc3)ccc2=O)n1	-4	2.5	-2.5	-1.3	6	0.3	19	-2	-3	-10	-10
20	CCOC(=O)c1ccccc1NC(=O)COC(=O)CSc1ccccc1	-23	0.3	1.8	-0.5	2	1.2	8	12	12	2	2
21	COc1ccc(/C=C2\C(=O)N(c3c(Cl)cc(Cl)cc3Cl)N=C2NC(=O)c2cccc([N+](=O)[O-])c2)cc1	-4	.	-0.3	-1.4	7	3.5	-25	0	-1	-47	8
22	CCCCn1c(N)c(N(CCOC)C(=O)C2CCN(S(=O)(=O)c3ccc(Cl)cc3)CC2)c(=O)[nH]c1=O	-2	-2.8	1.4	-5.6	29	-0.9	13	5	15	-3	10
23	CCOC(=O)N1CCN(C(=O)N2CCOCC2)CC1	-11	-0.1	0.4	-3.6	18	-0.2	6	-1	19	12	-2
24	Cc1c(C(C)CCCO)oc(=O)c2c1Oc1c(C)c(C(C)C[C@@H](C)O)oc(=O)c1C2 (some centres undefined)	-2	3.0	-0.4	-2.2	12	-2.1	-5	9	14	.	6
25	Cc1ccc(-n2c(SCC(N)=O)nnc2-c2ccccn2)cc1C	-12	2.3	0.5	2.3	-12	1.7	10	0	-7	-5	-3
26	Fc1cccc(/C=N/Nc2ccc(Cl)nn2)c1	-9	3.8	-0.4	4.6	-26	-1.4	-9	-10	-16	-18	-8
27	CS(=O)(=O)c1cccc(C(=O)OCC(=O)Nc2ccc3c(c2)OCO3)c1	2	0.9	-2.1	-2.7	11	0.6	-12	-2	17	3	-9
28	Cc1ccc(/C=N/NC(=O)c2cccc(NC(=O)c3ccccc3C)c2)o1	-5	-1.2	-1.0	-1.6	8	1.8	-4	-3	-8	3	-6
29	Cc1ccc(CNC(=O)Nc2ccccc2)c(C)c1	1	1.5	0.9	-0.3	2	3.0	68	-5	-3	-13	-6
30	NC(=O)N1CCN(C(=O)c2ccco2)CC1	2	2.9	0.7	-1.1	6	0.0	180	-4	-39	12	-1
31	COc1ccc(C(=O)NCCc2nnc3ccc(SCC(=O)N4CCCCC4)nn23)cc1	-7	0.9	1.7	-2.1	7	5.2	138	-5	-3	-15	0
32	Cc1ccc(NC(=O)Cc2c[nH]c3ccccc23)cc1S(=O)(=O)N1CCCCCC1	-22	1.0	4.2	2.4	-16	3.4	4	-1	-1	16	-2
33	Cc1ccc(C)c(NC(=S)NCCN(C2CCCCC2)C2CCCC2)c1	8	2.4	1.6	-1.5	8	1.0	15	-2	-19	1	-3
34	Nc1c(C(=O)CSc2nnnn2-c2ccc(O)cc2)c(=O)[nH]c(=O)n1C1CC1	7	1.2	.	-1.6	10	.	.	-3	2	2	-1
35	O=C(Cn1nc(C(=O)O)c2ccccc2c1=O)Nc1cccc(S(=O)(=O)N2CCCCC2)c1	12	2.8	-2.0	-1.6	8	0.2	-10	-3	-31	-5	-13
36	COc1ccccc1N1CCN(C(=O)c2cccc(S(=O)(=O)N3CCCCCC3)c2)CC1	6	1.5	-2.0	-0.1	0	-2.5	.	-3	-25	-8	-2
37	COc1ccccc1CN(Cc1nc2ccccc2c(=O)[nH]1)C(=O)Nc1ccccc1C	12	0.9	0.2	1.0	-4	1.9	15	7	0	-3	0
38	CCn1c(C)nc2cc(S(=O)(=O)C(F)F)ccc21	7	2.0	-0.4	-2.1	11	0.3	0	-6	6	20	-1
39	CCN(C[C@H]1N[C@@](C)(C(=O)OC)[C@H]2C(=O)N(Cc3ccccc3)C(=O)[C@@H]12)C(=O)C1CCCCC1	-13	3.6	-2.3	-0.6	3	0.8	.	23	-18	-3	0
40	Cc1ccc(OCc2ccc(C(=O)O)o2)cc1C	3	1.2	.	-1.3	6	.	-20	-2	5	8	7
41	O=C(NCCc1cnn(-c2ccccc2)c1)c1cc(COc2c(F)cccc2F)on1	-5	4.0	-3.2	2.9	-21	1.4	10	-4	-5	4	3
42	Cc1noc(C)c1S(=O)(=O)N(CCc1ccccc1)Cc1ccccc1	2	0.8	-0.1	-1.9	10	-0.3	-4	2	2	-14	-9
43	c1ccc2c(c1)oc1c(Nc3ccc(CN4CCOCC4)cc3)ncnc12	7	2.2	-1.6	1.1	-6	3.0	27	3	-38	-15	-5
44	Cc1nnc(SCC(=O)N2CCN(c3cccc(Cl)c3)CC2)n1C1CC1	-5	0.8	-0.5	-1.2	5	0.9	17	-7	-7	-17	6
45	CNC(=S)N/N=C/c1c(C(=O)OC)cnn1-c1ccc(F)cc1F	0	1.0	-2.4	-0.6	3	1.3	-20	-11	5	35	-3

The last two records of the part above are carried over, then new ones follow.
cpd	Structure	PKA-R1A act	phage Ecoli inh	Ecoli viability	MOR-DOR ag	OPRM1-OPRD1 inv	AddAB inh	Mot1-301 SUMO	Tat export inh	HTR5A inv ag	PfHsp90 set2	PKA-R2B activ
44	Cc1nnc(SCC(=O)N2CCN(c3cccc(Cl)c3)CC2)n1C1CC1	-5	0.8	-0.5	-1.2	5	0.9	17	-7	-7	-17	6
45	CNC(=S)N/N=C/c1c(C(=O)OC)cnn1-c1ccc(F)cc1F	0	1.0	-2.4	-0.6	3	1.3	-20	-11	5	35	-3
46	COc1cccc(-c2cc(C(=O)NC3CCCC3)no2)c1	-11	2.0	-2.0	-1.2	7	1.4	-13	5	-22	14	-6
47	O=C(CSc1ccc(F)cc1)Nc1ccc2c(c1)C(=O)NC2=O	-3	3.0	-0.6	-1.3	7	0.8	6	3	-12	11	-5
48	CC(=O)NNC(=O)c1cc2sccc2s1	7	3.8	-2.0	1.4	-7	-0.8	-17	5	-11	3	-12
49	C=CCOc1ccccc1/C=N/NC(=O)c1ccc(Cl)cc1Cl	-17	3.0	-0.2	3.0	-16	-1.9	4	9	-5	.	-16
50	CCCC(O)(c1ccc(Cl)cc1)C(CN1CCOCC1)c1ccccc1 (centres undefined)	7	-0.8	0.7	1.7	-9	-0.1	.	4	0	5	-14
51	CC(=O)c1ccc(NC(=O)CSc2nc3nc(C)cc(C)n3n2)cc1	19*	1.2	0.3	-0.9	5	4.3	-6	2	-1	17	2
52	COC(=O)[C@H](CCSC)NC(=O)Nc1ccc(OC)cc1	-17	3.9	-2.0	-2.4	12	-2.9	-12	-3	1	-23	1
53	CCOC(=O)c1ccc(NC(=O)c2nc[nH]c2C(=O)NC2CCN(C(=O)OC(C)(C)C)CC2)cc1	-18	0.0	1.0	-2.0	12	2.3	6	11	-7	-1	-6
54	CCOc1ccc(Br)cc1S(=O)(=O)N1CCSC1	-24	0.2	.	-2.0	9	.	-1	11	7	-10	6
55	C/C(=C/C#N)Nc1ccc(C)cc1	2	-0.6	1.6	-1.7	8	2.0	.	-1	26	-1	-3
56	Cc1ccc(C(=O)NCCc2n[nH]c(=S)n2C)cc1	-6	7.3	-0.8	-2.1	11	4.2	21	-2	-2	5	-8
